MRP reversal: compounds reversing MRP-mediated drug resistance; H69AR cells + 2 uM doxorubicin, CellTiter-Glo, 72 h; differential viability (reversal), % at 10 µM; actives 0.04% (n = 85,000); AID 602;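 active = viability drop by adding the cancer drug above about 55%, with treated viability meeting a 40% cutoff, limit read from the data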;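 also: viability without doxorubicin minus viability with 2 µM doxorubicin for each compound; larger differential means the compound sensitizes cells more to doxorubicin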
NFkB transloc pot: enhances IL-1B driven NFkB nuclear translocation. HUVEC IL-1B NFkB p65 nuclear translocation imaging. activation, % at 2 µM. actives 0.3% (n = 94,000);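 active = activation above 40%, about the mean plus 3 SD, also judged a hit on visual image review; inconclusive = activation above 40% but not a hit on visual review; inactive = activation not above 40% and no visual hit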;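 also: percent activation is computed from the nuclear over cytoplasmic p65 intensity ratio; values of inactives mirror those of a sister screen read the other way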
PLAP inhibitors HTS: inhibition of human placental alkaline phosphatase – biochemical, luminescence, HTS (AID 690) | inhibition, % at 20 µM, or IC50 in µM where a hit was titrated | purified PLAP, luminescent substrate; higher % means a stronger effect | actives 0.08% (n = 96,000); in the data active = a potency from the dose series; inactive = the rest, 99 in 100 with inhibition below about 30%; also: strong numbers were not always called active
Bcl-B displacement: displacers of TR3 peptide from Bcl-B, primary screen, selectivity assay for Bfl-1 inhibitor project, biochemical, fluorescence polarization; actives 0.11% (n = 96,000); AID 748; one-dose displacement, % at 20 µM; IC50 in µM for titrated hits; FP displacement of FITC-TR3 peptide from Bcl-B; higher % means a stronger effect;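 active = displacement above 50% at 20 µM plus a fluorescence interference ratio under 1.5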;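 also: plate controls were wells without compound for no effect and wells lacking Bcl-B protein for full effect; a part of the inactive calls stands beside numbers as strong as those of hits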
IL1B NFkB inh: blocks IL-1B driven NFkB nuclear translocation in HUVEC cells; HUVEC IL-1B NFkB p65 nuclear translocation imaging; inhibition, % at 2 µM; AID 796; actives 0.43% (n = 94,000);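 active = inhibition above about 30% together with a positive call from visual inspection of the well image, limit read from the data; inconclusive = inhibition above a set limit but visual check negative; inactive = inhibition not above a set limit, visual check negative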;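 also: nuclear over cytoplasmic p65 intensity ratio measured by imaging; 0% = IL-1B stimulated DMSO wells and 100% = unstimulated DMSO wells; values of inactives mirror those of a sister screen read the other way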
MRP reversal cytotoxicity: recorded beside MRP reversal, whose call it bears; viability, %; H69AR cells, CellTiter-Glo, 72 h; measured here: cytotoxicity without doxorubicin
MRP reversal with doxorubicin: further read-out of MRP reversal, marked with its call; viability, %; measured here: viability with 2 uM doxorubicin; hits give low values
IL1B NFkB inh cell count 2 µM: also measured in IL1B NFkB inh; calls as there; cell count; measured here: cells passing quality filter;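 raw number of nuclei counted in each imaged well without normalization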
NFkB transloc pot cell count 2 µM: second read-out of NFkB transloc pot, no call of its own (marks repeat the call); cell count; measured here: cells passing quality filter
The depositor's hits bear a star; ? = inconclusive; . = not tested or not shown.

SMILES	MRP reversal	MRP reversal cytotoxicity	MRP reversal with doxorubicin	NFkB transloc pot	NFkB transloc pot cell count 2 µM	PLAP inhibitors HTS	Bcl-B displacement	IL1B NFkB inh	IL1B NFkB inh cell count 2 µM
Cc1ccc(CC(=O)NCCS(=O)c2ccc(Cl)cc2)cc1 (configuration not stated)	.	.	.	7	175	7%	-12%	-7	175
CC(C)C(O)P(=O)(OCc1ccccc1)c1ccc(N(C)C)cc1 (configuration not stated)	20	95	74	0	169	-22%	-2%	0	169
CN(Cc1ccccc1)S(=O)(=O)c1ccc(NC(=S)NC(=O)C2CCCC2)cc1	.	.	.	-3	68	-2%	4%	3	68
O=C(Nc1nc(-c2cc3ccccc3oc2=O)cs1)c1ccco1	-4	70	74	.	.	3%	-2%	.	.
Cc1onc(-c2ccccc2)c1C(=O)Nc1ccc(N2CCOCC2)cc1	.	.	.	-12	158	8%	-7%	12	158
Cc1ccccc1NS(=O)(=O)c1ccc(OCC(=O)N2CCCC2)cc1	17	95	78	6	105	-26%	0%	-6	105
CCc1nc(N2CCCC2)c(C#N)c2c1CCCC2	12	109	97	9	138	9%	-2%	-9	138
CN(C)S(=O)(=O)Nc1ccc(C(=O)O)cc1	3	101	98	3	108	-4%	-6%	-3	108
CCCCCCCN1N=C(C)C(C(=O)c2ccccc2)C1=O (configuration not stated)	.	.	.	-11	152	-31%	-12%	11	152
COc1ccc(C(=O)Nc2ccc(C)cn2)c(OC)c1	26	67	41	-2	110	20%	4%	2	110
CCc1ccc(C(C)NC(=O)/C=C/c2ccc(Br)cc2)cc1 (configuration not stated)	.	.	.	13	165	1%	-2%	-13	165
Cc1c(NC(=O)CCC2CCCCC2)c(=O)n(-c2ccccc2)n1C	.	.	.	20	148	-25%	-10%	-20	148
O=C(Nc1cccc(Cl)c1)C1CCCN(S(=O)(=O)c2ccc(F)cc2)C1 (configuration not stated)	-10	29	39	-1	90	-26%	13%	1	90
COCCNC(=O)c1cnn2c1NC(c1ccco1)CC2C(F)(F)F (configuration not stated)	15	102	87	-6	69	.	.	6	69
COc1ccc(N2CC(=O)N(c3ccc(OC)c(OC)c3)CC2=O)cc1OC	9	96	87	.	.	-15%	-2%	.	.
COc1ccc(C(=O)NCc2nnc(SCC(=O)NCc3ccc(F)cc3)o2)cc1	14	92	78	-4	138	-4%	-2%	4	138
O=C(CCNS(=O)(=O)c1cccs1)N1CCCCCC1	16	94	78	?	.	12%	-4%	-61	186
O=C(O)CNCC1COc2ccccc2O1 (configuration not stated)	2	96	94	4	140	6%	5%	-4	140
CC(C(=O)N1c2ccc(F)cc2CCC1C)N1C(=O)c2ccccc2C1=O (configuration not stated)	5	106	101	-3	118	-6%	-3%	3	118
Cc1ccc(CCN2CC(C(=O)NCc3cccnc3)CC2=O)cc1 (configuration not stated)	9	101	92	-5	172	.	.	5	172

Sorted by formula weight (smallest number first): some entries from above.
SMILES	MRP reversal	MRP reversal cytotoxicity	MRP reversal with doxorubicin	NFkB transloc pot	NFkB transloc pot cell count 2 µM	PLAP inhibitors HTS	Bcl-B displacement	IL1B NFkB inh	IL1B NFkB inh cell count 2 µM
O=C(CCNS(=O)(=O)c1cccs1)N1CCCCCC1	16	94	78	?	.	12%	-4%	-61	186
O=C(Nc1nc(-c2cc3ccccc3oc2=O)cs1)c1ccco1	-4	70	74	.	.	3%	-2%	.	.
CC(C)C(O)P(=O)(OCc1ccccc1)c1ccc(N(C)C)cc1 (configuration not stated)	20	95	74	0	169	-22%	-2%	0	169
O=C(Nc1cccc(Cl)c1)C1CCCN(S(=O)(=O)c2ccc(F)cc2)C1 (configuration not stated)	-10	29	39	-1	90	-26%	13%	1	90

The main list resumes; the three compounds before the break are reprinted first.
SMILES	MRP reversal	MRP reversal cytotoxicity	MRP reversal with doxorubicin	NFkB transloc pot	NFkB transloc pot cell count 2 µM	PLAP inhibitors HTS	Bcl-B displacement	IL1B NFkB inh	IL1B NFkB inh cell count 2 µM
O=C(O)CNCC1COc2ccccc2O1 (configuration not stated)	2	96	94	4	140	6%	5%	-4	140
CC(C(=O)N1c2ccc(F)cc2CCC1C)N1C(=O)c2ccccc2C1=O (configuration not stated)	5	106	101	-3	118	-6%	-3%	3	118
Cc1ccc(CCN2CC(C(=O)NCc3cccnc3)CC2=O)cc1 (configuration not stated)	9	101	92	-5	172	.	.	5	172
Cc1nc([N+](=O)[O-])nn1C12CC3CC(CC(Br)(C3)C1)C2	.	.	.	.	.	-14%	0%	.	.
COc1ccc(-c2nn(C)c(=O)c3ccccc23)cc1NC(=O)COc1ccc(C)cc1	-8	59	67	12	124	-3%	-11%	-12	124
CCOC(=O)Cn1c(=O)oc2cc(S(=O)(=O)NCCc3ccc(OCC)c(OCC)c3)ccc21	7	86	79	7	107	-14%	-12%	-7	107
C/C(N)=C(/C#N)C(=O)CSc1nnc(COc2cc(C)ccc2C)o1	-9	65	74	-6	154	-12%	-8%	6	154
Cc1cc(C)c(S(=O)(=O)c2ccccc2)c(OC(=O)c2c(Cl)cccc2Cl)n1	10	67	57	.	.	-8%	11%	.	.
CC(=O)Nc1ccccc1C(=O)N1CC2(C)CC1CC(C)(C)C2 (configuration not stated)	-10	96	106	32	144	3%	-10%	-32	144
O=c1[nH]c(=O)n(Cc2ccco2)c2c1C(C(F)(F)F)(C(F)(F)F)N=C(CCC1CCCCC1)N2	-7	9	16	-4	165	-15%	-15%	4	165
O=C(CNC(=O)c1ccco1)OCc1ccc(Cl)cc1	10	95	86	18	175	0%	-12%	-18	175
CCc1c(C)sc(NC(=O)OC)c1C(N)=O	.	.	.	6	132	-2%	4%	-6	132
COCCOc1cc(-n2ccnc2SC)c(Cl)cc1Cl	.	.	.	-6	150	-19%	-4%	6	150
Cc1ccc(-c2cc(C(=O)N3CCCc4ccccc43)c3ccccc3n2)cc1	.	.	.	36	158	-50%	15%	-36	158
CC(NC(=O)CC1Nc2ccccc2NC1=O)c1ccccc1 (configuration not stated)	9	98	89	.	.	-11%	6%	.	.
c1ccc(-c2oc3ncnc(N4CCOCC4)c3c2-c2ccccc2)cc1	13	48	35	-4	162	10%	-1%	4	162
COC(=O)c1c(C(=O)OC)c2cc(C)ccn2c1Cl	-14	91	104	15	170	-70%	-7%	-15	170
CCOC(=O)N1CCN(CC(O)c2ccc3cc[nH]c3c2)CC1 (configuration not stated)	16	104	89	1	210	-46%	-12%	-1	210
O=C(COC(=O)c1ccncc1)Nc1cc(Cl)c(Cl)cc1Cl	-1	91	92	-2	168	7%	4%	2	168
CCCN1Cc2cccc(C(=O)Nc3ccc4c(c3)OCCO4)c2C1=O	-20	78	98	-10	145	-49%	-1%	10	145
COCCOC(=O)C1=C(C)N=C2SCCC(=O)N2C1/C=C/c1ccccc1 (configuration not stated)	-6	81	87	16	216	-20%	-15%	-16	216
CCOC(=O)Cc1cc(=O)[nH]c(/N=C(/NC(=O)c2ccccc2)Nc2ccccc2C(F)(F)F)n1	5	94	90	10	167	-76%	3%	-10	167
CCn1cc(C(=O)NCCCN2CC(C)CC(C)C2)c(=O)c2cc(S(=O)(=O)N(C)C)ccc21 (configuration not stated)	7	86	79	-12	55	-42%	-5%	12	55
Cc1oc(C)c2c(=O)ccc3c(c12)OC(N)=C(C#N)C3c1ccccc1Cl (configuration not stated)	.	.	.	0	115	4%	-67%	0	115
C=CCn1c2ccccc2c2nnc(SCN3C(=O)c4ccccc4C3=O)nc21	.	.	.	-13	137	-9%	-2%	13	137
O=C(c1cc(-c2ccco2)on1)N1CCc2ccccc2C1	-29	74	103	0	145	-11%	-5%	0	145
O=c1c2c(nc3n1CCCCC3)sc1c(O)cccc12	-35	55	89	8	93	-48%	-3%	-8	93
CCOc1ccc(NC(=O)CCN2CCN(c3ccccc3OC)CC2)cc1	3	99	96	-7	204	-41%	-6%	7	204
N#Cc1cc(Oc2ccc3ccccc3c2)c(-n2nnc3ccccc32)cc1C#N	10	73	63	1	175	24%	27%	-1	175
O=C(C1CCCN(S(=O)(=O)c2ccc(F)cc2)C1)N(Cc1cccs1)C1CC1 (configuration not stated)	21	99	78	.	.	-45%	0%	.	.
O=C(O)c1cc(S(=O)(=O)N2CCCCC2)ccc1F	6	97	90	10	137	2%	-7%	-10	137
Cc1cccc(NC(=O)C2CC(=O)n3cnnc3S2)c1 (configuration not stated)	1	91	89	6	167	11%	-15%	-6	167
C=CCn1c(SCCOc2ccc(OC)cc2)nnc1C(C)NC(=O)c1ccc(OC)cc1 (configuration not stated)	-17	84	101	4	67	-10%	2%	-4	67
COc1ccc(CCNC(=O)N2CCOCC2)cc1	-3	93	96	1	112	.	.	-1	112
CC(=O)c1cccc(NC(=O)NCc2cccs2)c1	-7	84	91	46*	136*	6%	-8%	-46	136
CCCCn1c(SCC(=O)N2CCN(c3ccccc3)CC2)nc2ccsc2c1=O	18	68	50	1	142	-15%	-7%	-1	142
N#Cc1nc(-c2cccs2)oc1N1CCOCC1	4	80	77	0	176	6%	2%	0	176
COC(=O)C1C(=O)NCC1c1ccc(OC)cc1 (configuration not stated)	-9	100	110	12	203	4%	0%	-12	203
CCOCc1nnc(NC(=O)c2cc(Cl)ccc2OC)s1	.	.	.	-12	154	-42%	-2%	12	154
Cn1c(=O)c2c(nc(NC3CCCCC3)n2CC(O)COc2ccccc2)n(C)c1=O (configuration not stated)	47	62	16	7	88	-5%	-8%	-7	88
COc1ccccc1N1C(=O)c2cccc3c(C(=O)O)ccc(c23)C1=O	-19	92	111	.	.	5%	-8%	.	.
CCCN=Cc1c(CCC)[nH]n(-c2nc3ccccc3s2)c1=O	-31	51	82	4	153	7%	-4%	-4	153
CNc1nc(N)c(C(=O)C(C)(C)C)s1	-10	87	97	8	104	-3%	1%	-8	104
N#Cc1sc2nc(N3CCCCC3)c3c(c2c1N)CCCC3	-35	23	58	4	166	.	.	-4	166
Cn1c(NCCN2CCCCC2)cc(=O)n(C)c1=O	-1	102	102	.	.	-21%	-8%	.	.
CCOC(=O)c1c(C)n(CC(COC(C)=O)OC(C)=O)c2ccc(OC(C)=O)cc12 (configuration not stated)	.	.	.	7	203	-46%	12%	-7	203
COc1ccc(C(=O)N2CCN(C(=O)CC(C)C)CC2)cc1OC	-6	86	92	-7	194	2%	-2%	7	194
Clc1ccc(CN2C3=NCCCN3c3ccccc32)cc1	0	70	70	24	99	-32%	-7%	-24	99
CN1C(=O)c2oc3ccccc3c(=O)c2C1c1ccccn1 (configuration not stated)	1	94	93	-2	175	14%	-4%	2	175

Three entries already listed, ordered by the number in NFkB transloc pot, smallest number first:
| structure | NFkB transloc pot |
| --- | --- |
| CCCN1Cc2cccc(C(=O)Nc3ccc4c(c3)OCCO4)c2C1=O | -10 |
| CCc1nc(N2CCCC2)c(C#N)c2c1CCCC2 | 9 |
| O=C(O)c1cc(S(=O)(=O)N2CCCCC2)ccc1F | 10 |

Screens as filed in PubChem BioAssay.

Not all compounds are listed; rates above refer to the full screens.
